Assay outcomes from PubChem BioAssay.
E coli growth – reduces bacterial viability in AddAB counter-screen; E. coli V3065 growth, OD600 absorbance, 18 h; inhibition, % at 11.9 µM; actives 0.27% (n = 330,000); AID 449728;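 active = inhibition above the campaign's mean inhibition across all tested compounds plus 3 SD, cut at about 9.9% in these data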;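 note: uninfected addAB+ strain grown without phage in ampicillin broth; 0% = DMSO wells and 100% = ciprofloxacin 0.95 µg/ml wells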
Arr AP2 block – inhibitors of human beta-arrestin and AP2 interaction; FITC-arrestin peptide / GST-AP2 beads, flow cytometry; AP2 beta2 appendage carries R879A mutation; inhibition, % at 10 µM; AID 504490; actives 0.31% (n = 340,000);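 active = inhibition above a set limit, near 3 SD of compounds lacking own fluorescence, cut at about 54% in these data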;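 note: plate controls were DMSO wells for no effect and 5 µM unlabelled arrestin peptide for full effect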
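System: GST-AP2 R879A glutathione beads | Also added: FITC-arrestin peptide, 50 nM | Times: 12 min plus 1 h, RT | Signal: Bead flow cytometry, FITC channel | Buffer or medium: PBS with 0.05% Tween 20 and 0.1% BSA | Read-out basis: Percent drop in bead-associated FITC signal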
Tat transport – E. coli Tat transport inhibition; inhibition, % at 10 µM; E. coli MC4100 TorA-mCherry Tat export, fluorescence; actives 0.036% (n = 340,000);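 active = mean replicate inhibition at least 50% and at least half of replicates individually reaching 50%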;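 note: exported cargo escapes ClpAP degradation while cytoplasmic cargo is degraded and loses fluorescence; 0% = median of neutral control wells and 100% = median of NaSCN control wells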
phage Ecoli inh – E. coli growth loss with phage present. growth absorbance. inhibition, % at 11.9 µM. actives 0.26% (n = 360,000). AID 651602; in the data active = inhibition above about 11%
OPRM1-OPRD1 inv – inverse agonist of human OPRM1-OPRD1 heterodimerization. P35372+P41143. cell-based MOR-DOR heterodimer luminescence, inverse agonism. inhibition, % at 9.3 µM. actives 0.21% (n = 340,000); in the data active = inhibition above about 22%, passing the limit was not always enough;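 note: 0% = cells with DMSO and 100% = wells without cells with DMSO; values of inactives mirror those of a sister screen read the other way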
Target sequence (P35372 whole entry, looked up): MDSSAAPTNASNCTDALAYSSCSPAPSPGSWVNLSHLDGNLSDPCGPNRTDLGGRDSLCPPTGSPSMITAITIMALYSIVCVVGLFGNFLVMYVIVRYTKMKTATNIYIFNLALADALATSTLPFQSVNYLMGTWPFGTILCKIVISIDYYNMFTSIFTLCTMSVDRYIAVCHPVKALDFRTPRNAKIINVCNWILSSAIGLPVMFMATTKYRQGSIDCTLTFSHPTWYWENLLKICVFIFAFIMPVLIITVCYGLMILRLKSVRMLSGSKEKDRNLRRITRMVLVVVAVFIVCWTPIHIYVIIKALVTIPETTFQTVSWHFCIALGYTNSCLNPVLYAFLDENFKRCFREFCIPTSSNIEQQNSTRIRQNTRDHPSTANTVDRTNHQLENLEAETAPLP
Target sequence (P41143 whole entry, looked up): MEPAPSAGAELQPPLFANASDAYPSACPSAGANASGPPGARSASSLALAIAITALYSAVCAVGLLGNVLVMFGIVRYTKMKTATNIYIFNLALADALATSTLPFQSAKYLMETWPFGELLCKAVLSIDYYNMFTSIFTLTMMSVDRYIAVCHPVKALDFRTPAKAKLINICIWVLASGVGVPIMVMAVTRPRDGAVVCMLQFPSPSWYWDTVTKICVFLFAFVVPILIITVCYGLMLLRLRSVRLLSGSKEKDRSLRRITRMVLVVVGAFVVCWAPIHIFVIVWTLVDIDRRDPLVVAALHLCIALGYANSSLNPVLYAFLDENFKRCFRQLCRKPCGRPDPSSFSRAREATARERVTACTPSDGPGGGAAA
MOR-DOR ag – OPRM1-OPRD1 heterodimerization agonism. actives 0.3% (n = 340,000). activation, % at 9.3 µM. P35372+P41143. cells, luminescence; in the data active = activation above about 18%;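 note: 0% = vehicle-treated cells and 100% = reference agonist; values of inactives mirror those of a sister screen read the other way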
Mot1-301 SUMO – inhibitors of SUMOylation pathway: yeast Mot1-301 growth rescue; growth rescue, % at 18.8 µM; actives 1% (n = 320,000); S. cerevisiae Mot1-301 growth rescue, ATP luminescence, 38.5C; percent above DMSO median, 100 means doubled;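 active = every valid replicate shows activation above 250% relative to neutral control wells; inactive = the rest, any valid replicate at or below 250%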;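 note: OY570 slx delta 5 strain wells were the positive control but not used for scaling; some compounds called inactive have numbers as strong as hits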
PfHsp90 set2 – reduces growth (ATP signal) of yeast expressing P. falciparum Hsp90 | AID 504621 | S. cerevisiae expressing PfHsp90, BacTiter-Glo ATP, 48 h; yeast lacking PDR1 and PDR3 efflux regulators | actives 0.32% (n = 310,000) | inhibition, % at 9.4 µM;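 active = every replicate shows inhibition above about 80%, whatever the replicate mean, limit read from the data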;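 note: 0% = DMSO neutral controls and 100% = 20 µM radicicol positive controls; yeast relying on Plasmodium falciparum Hsp90 in place of its own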
AddAB inh – less growth of phage-infected E. coli with AddAB. E. coli expressing H. pylori AddAB, absorbance growth. inhibition, % at 11.9 µM. actives 0.29% (n = 330,000); in the data active = inhibition above about 12%;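 note: 0% = vehicle wells of infected cells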
Pemphigus Ab inh – blocks pemphigus antibody binding to human desmoglein-3. P32926. DSG3-coupled beads, scFv-anti-DSG3-GFP binding, flow cytometry; hits give low values. binding (percent of control), % at 10 µM. actives 0.48% (n = 310,000). AID 588358;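 active = binding more than 3 SD below its plate's average and above zero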;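 note: hits lower antibody fragment binding to DSG3; some compounds called inactive have numbers as strong as hits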
PKA-R1A act – PKA-R1A complex activation. PKA-R1A dissociation, Cy5-IP20 fluorescence polarization; scaled: DMSO 0%, 113 µM cGMP 100%. activation, % at 11.4 µM. P00514+P68181. actives 0.083% (n = 340,000);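 active = percent activation above the mean of all tested compounds plus 3 SD, cut at about 19% in these data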;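 note: higher means more PKAc released from R1A so a rise in polarization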
Starred values were filed as active, the others as inactive; x = not tested or not shown; & = joins results of further samples. This is a random part of the collection. Share with any hit: about 2.8%.

SMILES | E coli growth | Arr AP2 block | Tat transport | phage Ecoli inh | OPRM1-OPRD1 inv | MOR-DOR ag | Mot1-301 SUMO | PfHsp90 set2 | AddAB inh | Pemphigus Ab inh | PKA-R1A act
N#Cc1ccccc1NC(=O)C1SC(=Nc2ccccc2)C(C(=O)Nc2ccc(Cl)cc2)=C1N (centres undefined) | -2.6 | 0 | -2 | 0.0 | -2 | 0.5 | 7 | x | 0.8 | 108 | -4
CCN(CC)c1ccc2oc(=O)c(C)nc2c1 | 2.3 | 5 | 3 | 3.9 | -22 | 3.7 | 2 | 21 | 5.0 | 125 | 0
COc1ccc(CNC(=O)C2(CC(=O)NC(C)(C)C)CCCC2)cc1 | -0.1 | -4 | -1 | 0.5 | 16 | -3.3 | -2 | 27 | 0.8 | 99 | -2
COc1ccc(CC(=O)OCC(=O)NC2CCCC(C)C2C)cc1OC (centres undefined) | -1.0 | 9 | 8 | 2.5 | 9 | -1.7 | -13 | x | -1.1 | 94 | 2
O=C(NCCc1ccco1)C(=O)NCCC1CCCCN1S(=O)(=O)c1ccccc1 (centres undefined) | 0.1 | 5 | 1 | 3.0 | 7 | -1.1 | 95 | -8 | 1.7 | 100 | -3
CCOC(=O)c1c(NC(=O)CSc2nnc(C)o2)sc(C)c1C | 0.0 | 18 | 2 | -2.4 | -5 | 1.0 | -3 | 10 | -0.1 | 99 | -4
CCOCC(=O)Nc1cccc(OC)c1 | 1.7 | 1 | -9 | 2.1 | 4 | -0.8 | -6 | 4 | 1.9 | x | 7
CCO[C@H]1OC(C(=O)N2CCN(C)CC2)=C[C@@H](c2csc3ccccc23)[C@@H]1CCCO | -0.8 | 2 | 6 | 2.9 | 23 | -4.0 | -15 | -8 | -1.4 | 102 | -1
Cc1ccc(S(=O)(=O)NN=C2CCN(Cc3ccccc3)CC2)cc1 | 0.3 | 3 | -1 | 3.1 | 2 | -0.4 | -8 | 0 | 5.0 | 100 | -4
CCOC(=O)CN1C(=O)S/C(=C\c2ccc(-c3ccc(C(=O)O)c(Cl)c3)o2)C1=O | -0.8 | 30 | -12 | 1.8 | 14 | -2.7 | -5 | -16 | 0.0 | 107 | -18
Cc1ccc(S(=O)(=O)N2CCCN(c3nc4cc(C)ccc4cc3C#N)CC2)cc1 | 1.4 | 13 | -5 | 2.2 | -4 | 0.6 | 21 | 21 | 1.4 | 118 | -11
O=[N+]([O-])c1cccc(C2CC(c3ccccc3)=NN2c2ccccc2)c1 (centres undefined) | 3.3 | 3 | 2 | 0.0 | -12 | 2.5 | -8 | -8 | 2.3 | 98 | -16
c1ccc(-n2cnc3cc(NCc4cccs4)ccc32)cc1 | -1.9 | 13 | 6 | 0.4 | -5 | 1.0 | -1 | -4 | 0.3 | 102 | 3
COc1ccccc1/C=N/Nc1cc(N(C)C)nc(N(C)C)n1 | 1.1 | -1 | -16 | 5.1 | -24 | 3.3 | 5 | -1 | 0.7 | 105 | 0
NC(=O)CNC1CC(=O)N(CCc2ccccc2)C1=O (centres undefined) | 3.4 | -3 | 1 | 4.2 | 12 | -2.1 | -6 | x | 1.3 | 101 | -6
O=C(NC1CCCc2ccccc21)c1ccc(Br)cc1 (centres undefined) | -1.4 | -5 | -4 | 2.1 | -9 | 1.9 | 9 | 18 | 1.1 | 108 | -4
CNS(=O)(=O)c1ccc(NC(=O)c2ccc(Cl)cc2Cl)cc1 | 4.6 | -9 | -1 | 3.1 | 3 | -0.6 | 2 | -2 | 4.5 | x | 1
CC(=O)c1ccc(OCCCC(=O)Nc2cccc(S(=O)(=O)N(C)C)c2)cc1 | 1.3 | 10 | -10 | 4.1 | -25 | 3.6 | -14 | 6 | 0.7 | 94 | -2
CCOC(=O)N1CCN(C(=O)CC(=O)Nc2ccc3nc4n(c(=O)c3c2)CCCCC4)CC1 | -0.2 | -5 | 9 | 1.9 | 14 | -2.5 | -2 | -13 | 0.2 | 103 | -10
CCOC(=O)C1=C(C)Nc2ccccc2N=C1NC(=O)C(CC)c1ccccc1 (centres undefined) | 0.3 | -8 | -2 | 4.1 | -3 | 0.5 | -17 | 3 | 0.7 | 109 | 2
COc1cccc(-c2cc(C(=O)Nc3c(C)n(C)n(-c4ccccc4)c3=O)no2)c1 | -2.7 | 21 | 1 | 1.8 | 15 | -2.5 | 5 | x | 2.3 | 93 | -3
Cn1c(SCC(=O)Nc2ccc3c(c2)OCCO3)nnc1-c1cccnc1 | 4.5 | -9 | 0 | 0.2 | 6 | -0.9 | 233 | x | 2.9 | 103 | 0
O=C(Nc1ccccc1)c1nc[nH]c1C(=O)NCCCCNC(=O)c1[nH]cnc1C(=O)Nc1ccccc1 | 1.8 | 1 | 2 | 0.1 | 4 | -0.7 | -5 | -15 | 2.1 | 104 | -8
COc1ccc(OCC(=O)NNC(=S)NC(=O)C2CCCCC2)cc1 | -0.2 | -5 | 1 | -5.2 | 25 | -4.3 | -8 | x | -0.1 | x | 0
O=C(CCN1C(=O)c2ccccc2C1=O)OCn1nnc2ccccc2c1=O | -2.6 | 10 | 18 | 0.8 | -5 | 0.8 | -22 | -26 | 0.7 | x | -2
Cc1ccoc1C(=O)Nc1cccc2ccccc12 | x | 10 | 8 | 0.5 | 7 | -1.6 | -5 | 10 | x | 103 | -6
O=C(CCC(=O)N(CC(=O)NC1CCCC1)Cc1ccccc1)Nc1nccs1 | -1.8 | 0 | 8 | 0.2 | 11 | -2.2 | -11 | 38 | -1.0 | 115 | -9
CC(C)(C)OC(=O)N1CCC(c2c(C(=O)O)cnn2-c2ccccc2Cl)CC1 | -1.3 | 2 | -1 | 1.6 | 7 | -1.3 | -9 | -8 | -2.2 | 101 | 7
CCCCN(C(=O)CCC(=O)Nc1cc(C)on1)C(C(=O)NC1CCCC1)c1ccc(F)cc1 (centres undefined) | -1.8 | -3 | -4 | -1.4 | -31 | 4.1 | -13 | -19 | 0.6 | x | 4
CCOc1ccc(CNC(=S)NCc2ccc(OCC)cc2)cc1 | -0.6 | -2 | 10 | 6.2 | -3 | 0.6 | 16 | 3 | 1.3 | 64 | -5

In the list so far, these have a COOH group:
SMILES | E coli growth | Arr AP2 block | Tat transport | phage Ecoli inh | OPRM1-OPRD1 inv | MOR-DOR ag | Mot1-301 SUMO | PfHsp90 set2 | AddAB inh | Pemphigus Ab inh | PKA-R1A act
CCOC(=O)CN1C(=O)S/C(=C\c2ccc(-c3ccc(C(=O)O)c(Cl)c3)o2)C1=O | -0.8 | 30 | -12 | 1.8 | 14 | -2.7 | -5 | -16 | 0.0 | 107 | -18
CC(C)(C)OC(=O)N1CCC(c2c(C(=O)O)cnn2-c2ccccc2Cl)CC1 | -1.3 | 2 | -1 | 1.6 | 7 | -1.3 | -9 | -8 | -2.2 | 101 | 7

The list continues.
SMILES | E coli growth | Arr AP2 block | Tat transport | phage Ecoli inh | OPRM1-OPRD1 inv | MOR-DOR ag | Mot1-301 SUMO | PfHsp90 set2 | AddAB inh | Pemphigus Ab inh | PKA-R1A act
CC1=C(C(=O)Nc2ccccc2)C(c2cccs2)n2nnnc2N1 (centres undefined) | -2.3 | 20 | -8 | 5.0 | 9 | -1.6 | 4 | 2 | 1.3 | 119 | -9
CC(C)=CCC/C(C)=C/CNC(=O)C[C@H]1C[C@H](C(=O)N2CCCCC2)[C@@]2(CCc3ccccc3)c3[nH]c4cc(CCC(=O)N(C)C)ccc4c3CCN2C1=O | -1.4 | 8 | 7 | -0.4 | 2 | -0.3 | x | -27 | -1.5 | 90 | -3
N#C/C(=N\Nc1ccc(Cl)cc1)C(=O)c1ccsc1 | 6.5 | 1 | -1 | 6.1 | 8 | -1.5 | 12 | 2 | 7.0 | 102 | -11
Cn1cc2ccc([N+](=O)[O-])cc2n1 | -0.6 | -3 | -7 | -0.2 | 9 | -1.8 | -4 | 6 | -0.3 | x | -11
Cc1ccc(N/C(SCc2ccccc2C)=C(/C#N)C(=O)NCc2ccco2)cc1C | -1.9 | 4 | 9 | 3.9 | -11 | 2.4 | 3 | x | 1.7 | 102 | 2
O=C(CN(C(=O)C1CSC(=O)C1)c1ccc(F)cc1)NCc1ccc2c(c1)OCO2 (centres undefined) | -0.9 | 24 | -3 | 2.5 | 14 | -2.7 | 8 | 2 | 2.1 | 108 | -4
CCc1cc(C(=O)c2ccc(OC)cc2)c(N)s1 | -3.5 | -20 | -5 | 0.3 | x | x | 11 | -3 | -1.3 | 96 | x
CCc1nc(NC(=O)c2sc(C)nc2C)sc1C(=O)OC | 2.3 | -8 | -3 | -0.5 | 18 | -3.9 | -3 | 22 | 0.7 | 101 | 7
COc1ccc(C2NC(c3ccc(OC)cc3)C(c3ccccc3)C(=O)C2c2ccccc2)cc1 (centres undefined) | 1.2 | 0 | 5 | 2.0 | -4 | 0.6 | -12 | -3 | 4.4 | 90 | -15
O=c1c(C(c2ccccc2)c2c(O)sc3ccccc3c2=O)c(O)sc2ccccc12 | -0.1 | -3 | -8&-1 | -2.1 | 3 | -0.5 | 15 | x | -2.3 | 94 | -3
Cc1ccc(N(CC(=O)Nc2c(C)n(C)n(-c3ccccc3)c2=O)S(C)(=O)=O)cc1C | -1.6 | -2 | -17 | 0.6 | 7 | -1.6 | 552 | 23 | 4.1 | 113 | 3
NS(=O)(=O)c1ccc(CNC(=O)Cc2ccccc2F)cc1 | -1.3 | 12 | -11 | 2.5 | 3 | -0.6 | 0 | x | -1.4 | 123 | -14
O=C1CC(c2ccc(Cl)cc2)CC(=O)C1CS(=O)(=O)c1ccccc1 (centres undefined) | -0.8 | 38 | -4 | 1.1 | 6 | -1.2 | 86 | 2 | 0.1 | 110 | 5
O=C(Oc1ccccc1C(=O)Oc1ccccc1)c1cccnc1 | 0.9 | 9 | -2 | 3.1 | 20 | -3.9 | 12 | 22 | 0.9 | 95 | -6
COc1ccc(-c2nnc(NC(=O)c3cc(C)on3)s2)cc1 | 0.8 | 4 | -6 | 1.5 | 6 | -1.1 | -16 | x | 0.8 | 102 | 2

Arranged by molar mass (high to low): part of the list above.
SMILES | E coli growth | Arr AP2 block | Tat transport | phage Ecoli inh | OPRM1-OPRD1 inv | MOR-DOR ag | Mot1-301 SUMO | PfHsp90 set2 | AddAB inh | Pemphigus Ab inh | PKA-R1A act
O=c1c(C(c2ccccc2)c2c(O)sc3ccccc3c2=O)c(O)sc2ccccc12 | -0.1 | -3 | -8&-1 | -2.1 | 3 | -0.5 | 15 | x | -2.3 | 94 | -3
CCOC(=O)CN1C(=O)S/C(=C\c2ccc(-c3ccc(C(=O)O)c(Cl)c3)o2)C1=O | -0.8 | 30 | -12 | 1.8 | 14 | -2.7 | -5 | -16 | 0.0 | 107 | -18
CCc1nc(NC(=O)c2sc(C)nc2C)sc1C(=O)OC | 2.3 | -8 | -3 | -0.5 | 18 | -3.9 | -3 | 22 | 0.7 | 101 | 7
